High-throughput results (PubChem BioAssay)
MLL CXXC-DNA inh: qHTS Fluorescence Polarization Assay for Inhibitors of MLL CXXC domain - DNA interaction | Histone-lysine N-methyltransferase 2A (Homo sapiens), Q03164 | MLL-CXXC / FITC-HOXA9 DNA fluorescence polarization | Potency, µM (titrated, usually from 115 µM), for inactives: top-dose activity change, negative = inhibition, usual class: inhibitors | hit rate 0.037% among 290,000; active means well fitted inhibition curve with a large enough effect in the polarisation, with a control signal flat, not every such curve was filed as active; inconclusive means small, poorly fitted or top-dose-only effect, or effect the other way, or a change in a side signal; inactive means no such curve, though single readings can be large or run the other way; the % refers to the polarisation
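Steps: dispense CXXC domain solution (7 uM) → pin compounds or unlabeled HOX-A9 DNA control → 5 min ambient → add FLSN-HOX-A9 solution (50 nM) → spin → 30 min ambient → fluorescence polarization. Tris pH 7.5/NaCl/DTT/BSA buffer.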
uPA generation: qHTS for Inhibitors of Cell Surface uPA Generation | cell surface uPA generation assay, qHTS | Potency, µM (titrated, usually from 38.3 µM), without a hit: at the highest dose activity change, negative = inhibition, actives largely listed as inhibitors | hit rate 0.31% among 330,000 | AID 540303, 2011; active means well fitted inhibition curve with a large enough effect; inconclusive means small, poorly fitted or top-dose-only effect; inactive means no such curve, though single readings can be large or run the other way; tested in mouse RAW 264.7 cells; further: on the % scale 0 is the no-effect control and ±100 the full control effect; nearly all actives have a fitted effect of over 55% in size
MBNL1-CUG inh: qHTS Assay for Inhibitors of MBNL1-poly(CUG) RNA binding | Muscleblind-like protein 1 (Homo sapiens), Q9NR56 | TR-FRET MBNL1-His/biotin-(CUG)12 binding, 665/545 ratio | Potency, µM (titrated, usually from 57.5 µM), without a hit: at the highest dose activity change, negative = inhibition, actives largely listed as inhibitors | hit rate 0.036% among 280,000 | AID 2675, 2010; active means well fitted inhibition curve with a large enough effect in the signal ratio, with a control signal flat, not every such curve was filed as active; inconclusive means small, poorly fitted or top-dose-only effect, or effect the other way, or a change in a side signal; inactive means no such curve, though single readings can be large or run the other way; the % refers to the signal ratio; further: on the % scale 0 is the no-effect control and ±100 the full control effect
Target sequence (Q9NR56 whole entry, looked up): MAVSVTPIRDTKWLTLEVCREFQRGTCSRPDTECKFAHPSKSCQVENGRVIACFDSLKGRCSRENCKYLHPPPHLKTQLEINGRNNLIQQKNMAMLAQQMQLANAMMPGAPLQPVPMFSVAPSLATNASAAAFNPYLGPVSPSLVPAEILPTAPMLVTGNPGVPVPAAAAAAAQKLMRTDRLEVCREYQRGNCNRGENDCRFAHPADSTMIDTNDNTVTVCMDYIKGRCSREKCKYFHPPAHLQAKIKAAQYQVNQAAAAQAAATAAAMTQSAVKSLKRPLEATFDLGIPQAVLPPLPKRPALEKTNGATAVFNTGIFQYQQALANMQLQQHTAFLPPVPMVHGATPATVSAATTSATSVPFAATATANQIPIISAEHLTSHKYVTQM
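TR-FRET readout: Ex 340 nm, 665/545 nm emission ratio, normalized to buffer-only (basal) and MBNL1-(CUG)12 controls. Complex of MBNL1-His with Biotin-(CUG)12, compounds 92 nM–58 uM, incubated 60 min at room temperature.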
p53 reactivation: qHTS assay for re-activators of p53 using a Luc reporter; hit rate 0.063% among 320,000; AID 504706, 2011; Potency, µM (doses to about 92.2 µM), inactives show at the highest dose activity change, positive = activation, usual class: activators; H1299 p53-A138V BP100-luciferase reporter, luminescence, 24 h; further: % of control where 0% means no effect; nearly all actives have a fitted effect of over 45% in size
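p53-null H1299 cells stably carrying temperature-sensitive p53-A138V and a BP100-luciferase reporter were pinned with compounds (4-point, 1:5 series) and held 24 hrs at 37 deg C. Luminescence was read 10 min after detection reagent.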
RORgamma inh: qHTS for inhibitors of ROR gamma transcriptional activity | Nuclear receptor ROR-gamma (Mus musculus), P51450 | Drosophila S2 Gal4-RORgamma UAS-luciferase reporter, 20 h | Potency, µM (titrated, usually from 53.6 µM), inactives show at the highest dose activity change, negative = inhibition, actives largely listed as inhibitors | hit rate 5.4% among 310,000 | AID 2551, 2010; further: on the % scale 0 is the no-effect control and ±100 the full control effect; nearly all actives have a fitted effect of over 60% in size
Target sequence (P51450 whole entry, looked up, the tested form may be a part): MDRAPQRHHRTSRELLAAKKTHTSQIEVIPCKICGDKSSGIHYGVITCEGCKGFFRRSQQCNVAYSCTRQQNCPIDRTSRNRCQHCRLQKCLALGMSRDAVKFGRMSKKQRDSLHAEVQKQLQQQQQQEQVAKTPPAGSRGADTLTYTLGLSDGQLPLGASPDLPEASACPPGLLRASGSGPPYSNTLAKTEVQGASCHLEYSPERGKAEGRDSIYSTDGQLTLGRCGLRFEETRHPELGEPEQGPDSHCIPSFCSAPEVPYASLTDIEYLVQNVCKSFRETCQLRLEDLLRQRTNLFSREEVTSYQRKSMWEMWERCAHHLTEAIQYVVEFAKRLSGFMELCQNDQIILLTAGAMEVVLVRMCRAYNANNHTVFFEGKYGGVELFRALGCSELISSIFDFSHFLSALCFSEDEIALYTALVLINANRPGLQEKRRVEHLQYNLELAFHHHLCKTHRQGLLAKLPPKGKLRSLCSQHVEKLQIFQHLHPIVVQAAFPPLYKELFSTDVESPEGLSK
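Read-out: Photinus luciferase luminescence; inhibitors lower reporter signal. Insect Schneider cells with Gal4-ROR gamma fusion under metallothionein promoter, UAS reporter; 700 uM final copper sulfate induction, 20 hr, ambient temperature.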
ELG1 genotox: qHTS screen for small molecules that induce genotoxicity in human embryonic kidney (HEK293T) cells expressing luciferase-tagged ELG1 | HEK293T ELG1-luciferase reporter, luminescence, 16 h | Potency, µM (series often up to 46 µM), without a hit: at the top dose activity change, positive = activation, hits mostly activators | hit rate 1.3% among 330,000 | AID 504466, 2011; further: % of control where 0% means no effect; nearly all actives have a fitted effect of over 60% in size
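HEK293T cells expressing luciferase-tagged ELG1 were treated with compound or DMSO for 16 hr at 37°C. Luciferase activity was then read after 30 min with ONE-Glo at room temperature; rising signal flags genetic stress.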
VP16 counter: VP16 counterscreen qHTS for inhibitors of ROR gamma transcriptional activity; Drosophila S2 Gal4-VP16 UAS-luciferase, luminescence, 20 h; Potency, µM (series often up to 53.6 µM), for the others: at the top dose activity, negative = inhibition, actives largely listed as inhibitors; hit rate 3.5% among 310,000;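 further: Gal4-VP16 expression switched on by copper sulfate through the metallothionein promoter; on the % scale 0 is the no-effect control and ±100 the full control effect; nearly all actives have a fitted effect of over 50% in size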
FLuc counter: qHTS profiling assay for firefly luciferase inhibitor/activator using purifed enzyme and Km concentrations of substrates (counterscreen for miR-21 project); purified FLuc, Km substrates, luminescence inhibition; Potency, µM (series often up to 57.5 µM), for inactives: top-dose activity change, negative = inhibition, most hits filed as inhibitors; hit rate 6.9% among 360,000;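 further: plate controls were vehicle for no effect and reference inhibitor for full effect; nearly all actives have a fitted effect of over 55% in size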
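Biochemical qHTS of compounds, final roughly 60 µM downward over six points, against 10 nM purified firefly luciferase using Km concentrations of substrates (10 uM D-luciferin, 10 uM ATP) in Tris acetate pH 7.5 buffer; luminescence output.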
BRCA1 expr up: qHTS Assay to Identify Small Molecule Activators of BRCA1 Expression; MCF7-BRCA1-FFLuc reporter, luminescence, 48 h; response scale: scaled: vehicle 0%, 10 µM genistein 100%; Potency, µM (series often up to 46.1 µM), inactives show at the highest dose activation, usual class: activators; hit rate 1.1% among 380,000; further: nearly all actives have a fitted effect of over 80% in size; some results filed as inactive show a strong effect at the top dose
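Luminescence from a BRCA1-driven firefly luciferase in MCF7 cells was read after 48 h compound exposure at 37 C. Data normalized against DMSO and a 10microM genistein activation control, then curve-fitted across the titration.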
Rab9 prom act: qHTS Assay for Rab9 Promoter Activators; Potency, µM (highest dose often 9.22 µM), for the others: top-dose activation, negative = inhibition, actives largely listed as activators; hit rate 2.8% among 320,000; Huh7 Rab9 promoter-luciferase reporter, luminescence, 24 h; further: % of control where 0% means no effect; nearly all actives have a fitted effect of over 60% in size
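Cells were plated at 1500 per well in reduced-serum medium with 10% FBS and left 2 h. Compound in DMSO was then added for 24 h at 37 °C. Reporter signal was read by luminescence after 10 min with luciferase detection reagent.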
NPC1 prom act: qHTS Assay for NPC1 Promoter Activators | Huh7 NPC1 promoter luciferase reporter, 24 h | Potency, µM (top dose mostly 9.22 µM), for the others: at the highest dose activation, actives largely listed as activators | hit rate 2.4% among 320,000 | AID 485313, 2010;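 further: % of control where 0% means no effect; nearly all actives have a fitted effect of over 60% in size; reporter is driven by a mutant NPC1 promoter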
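Luminescence read-out of NPC1 promoter-driven luciferase in stably transfected Huh7 cells; compounds delivered in DMSO and left 24 h at 37C, 5% CO2, qHTS titration format.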
An asterisk follows results filed as active; u = inconclusive; x = no result given; [ ] = remark or other dose. Unless noted, the call rests on the fitted dose curve; in most records, active means well fitted curve in the direction sought with a large enough effect; inconclusive means small, poorly fitted or top-dose-only effect, or another doubt; inactive means no such curve, though single readings can be large; an effect the other way counts as inactive or inconclusive. Potency means the concentration at half of the fitted maximal effect. Only part of the results is shown; rates above refer to the full screens.

Order of results – MLL CXXC-DNA inh	uPA generation	MBNL1-CUG inh	p53 reactivation	RORgamma inh	ELG1 genotox	VP16 counter	FLuc counter	BRCA1 expr up	Rab9 prom act	NPC1 prom act
1) COc1ccc(N2C(=O)N3[C@H](c4ccc(Cl)cc4)[C@@H]4C(=O)N(C5CCCCC5)C(=O)[C@@H]4[C@]3(Cc3ccc(Cl)cc3)C2=O)cc1
  9%	3%	-5%	15%	u	2%	-4%	-4%	8%	0%	-2%
2) Cc1cc(NC(=O)c2ccc(F)cc2F)n(-c2nc3ccccc3[nH]2)n1
  14%	x	9%	26%	1.1µM*	18%	1.8µM*	2%	9%	0%	-1%
3) N#Cc1nc(COc2ccc(Cl)cc2)oc1NCc1ccc2c(c1)OCO2
  -2%	0%	-9%	0%	44%	0%	9%	2%	-7%	-2%	-1%
4) CCN(Cc1ccccc1)S(=O)(=O)c1c(N)n(C)c(=O)n(C)c1=O
  -7%	3%	-4%	2%	-25%	2%	0%	-1%	-9%	3%	-1%
5) CC(C)n1c(=S)[nH]c2scc(-c3cccs3)c2c1=O
  7%	u	x	2%	u	-6%	-12%	0%	-43%	9%	1%
6) Cc1cc(OCC(=O)Nc2ccncc2)c(C)cc1Br
  9%	x	-3%	3%	u	0%	13µM*	u	0%	-3%	1%
7) Cc1onc(-c2ccc(Cl)cc2)c1-c1ccnn1S(=O)(=O)c1ccc(Cl)cc1
  -10%	5%	-9%	4%	u	-9%	-12%	1%	-1%	-7%	-6%
8) COC(=O)[C@@H]1CC[C@@](C)(c2ccc(OC)cc2)C1(C)C
  x	3%	x	4%	x	2%	x	8%	1%	-3%	0%
9) COc1cccc(C(=O)NCCCNC(=O)c2ccccn2)c1
  8%	6%	-4%	-1%	0%	-4%	-2%	-2%	-12%	-4%	0%
10) COC(=O)c1ccccc1NC1OC(=O)c2ccccc21 (stereo not given)
  -3%	0%	6%	0%	u	0%	-3%	-2%	-13%	6%	1%
11) CN(C)/C=C1\C(=O)ON=C1c1ccccc1
  -3%	1%	x	-2%	-7%	-1%	-11%	-9%	1%	6%	-11%
12) O=C(NCc1nc2ccccc2[nH]1)C1=C[C@H](c2coc3ccccc3c2=O)C[C@H](OCc2ccc(CO)cc2)O1
  16%	0%	-11%	-4%	10%	-12%	12%	u	-31%	0%	-2%
13) CCOc1ccc2nc(N(CCCN(C)C)C(=O)c3ccc(C(=O)c4ccccc4)cc3)sc2c1
  5%	-15%	5%	-2%	u	0%	u	2%	0%	7%	-2%
14) CCCCC(Sc1nc(N)c(NC(=O)c2ccc(OC)cc2)c(=O)[nH]1)C(=O)O (stereo not given)
  5%	3%	-12%	-1%	0%	3%	6%	-18%	-1%	3%	-1%
15) Clc1ccc(-c2noc(CSc3nnc(-c4ccncc4)n3-c3ccccc3)n2)cc1
  0%	x	4%	-10%	10%	-16%	u	-1%	-67%	-6%	0%
16) Cc1ccc2nc(SCC(=O)NC3CCCC3)[nH]c2c1
  5%	2%	2%	12%	4%	-8%	4%	5%	-9%	-5%	-1%
17) O=C(CSc1nnc(-c2c[nH]c3ccccc23)n1CC1CCCO1)Nc1ccc2c(c1)OCCO2 (stereo not given)
  0%	4%	-3%	x	19%	0%	9%	-17%	28%	1%	7%
18) COC(=O)c1ccc(-c2noc(CN(C)Cc3ccncc3C)n2)cc1
  -8%	-1%	-4%	-1%	7%	-4%	-11%	-3%	-1%	-8%	-2%
19) CC1=CC(=O)C(C(C)C)=C/C1=N/OS(=O)(=O)c1ccccc1
  -19%	4µM*	1%	-15%	2.8µM*	-15%	2µM*	-9%	-101%	-46%[inhibitor]	-17%
20) Cc1cnc(C(=O)OC(C)C(=O)Nc2cccc3ccccc23)cn1 (stereo not given)
  x	-4%	x	3%	x	3%	x	12%	2%	8%	0%
21) NS(=O)(=O)c1cccc(NC(=S)NCc2ccccc2)c1
  6%	0%	-1%	1%	-12%	-1%	7%	0%	0%	-2%	-5%
22) CC(Sc1nccn1C)C(=O)Nc1ccc(C(N)=O)cc1 (stereo not given)
  x	4%	x	12%	x	3%	x	4%	-6%	-2%	1%
23) O=C1CCCN1CCCNC(=S)Nc1ccc(Br)cc1Cl
  -6%	9%	-5%	-1%	-13%	1%	3%	3%	3%	-2%	-2%
24) CNC(=O)CCSc1ccc(C)cc1
  -2%	x	3%	11%	-8%	6%	8%	-3%	12%	3%	-4%
25) CCCn1c(C)cc(/C=C(\C#N)C(=O)OCC(=O)Nc2cccc(S(N)(=O)=O)c2)c1C
  x	-11%	x	u	x	5%	x	3.8µM*	27%	25%	14%
26) Cc1ccc(C)c(S(=O)(=O)N2CC(=O)Nc3ccccc32)c1
  0%	-3%	1%	-9%	-2%	0%	-1%	1%	0%	3%	-1%
27) Cn1nc(-c2ccc(C(=O)O)cc2)c2ccccc2c1=O
  0%	-6%	5%	-3%	-22%	13%	15%	4%	19%[1.84 µM]	-3%	0%
28) COc1cc(-c2noc(C)c2C#CC2(N)CCCCC2)cc(OC)c1OC
  4%	-5%	-3%	2%	-11%	5%	0%	1%	-43%	4%	1%
29) CC1CCc2nn(CC(=O)NCCN3CCCCC3C)cc2C1 (stereo not given)
  25%	-4%	-6%	-1%	27%	-10%	-13%	7%	2%	-2%	-1%
30) O=C1c2ccccc2C(=O)N1CC1c2ccccc2CCN1C(=O)C1CCCCC1 (stereo not given)
  -4%	3%	u	-2%	1%	2%	-7%	-2%	-46%	1%	11%

Order of results – MLL CXXC-DNA inh	uPA generation	MBNL1-CUG inh	p53 reactivation	RORgamma inh	ELG1 genotox	VP16 counter	FLuc counter	BRCA1 expr up	Rab9 prom act	NPC1 prom act
31) O=C(CCN1CCc2ccccc2C1)Nc1ccccc1F
  4%	-4%	0%	-7%	23%	2%	-2%	-6%	46%	-2%	5%
32) CSc1ccc(CCNC(=O)CSc2ccsc2[N+](=O)[O-])cc1
  9%	1%	10%	-4%	-7%	5%	2%	3%	-48%	1%	-2%
33) O=C(c1ccco1)N(Cc1ccco1)Cc1cc2ccccc2[nH]c1=O
  1%	0%	-8%	0%	42%	3%	-9%	3%	-2%	-3%	0%
34) C(=N\N1CCN(Cc2ccccc2)CC1)/c1ccccc1
  -2%	-1%	-2%	17%	28%	7%	-5%	u	u	29%	7%
35) O=C(/C=C/c1cccs1)Nc1scc(-c2ccccc2)c1C(=O)O
  u	-8%	x	22%	10µM*	u	13µM*	3.8µM*	u	1.1µM*	1.4µM*
36) CCOC(=O)N1CCC(NC(=O)c2ccc3c(=O)n4c(nc3c2)CCCC4)CC1
  9%	2%	-5%	6%	30%	1%	-16%	0%	-16%	17%	-2%
37) Cc1cnc(NC(=O)CSc2nnc(-c3cccs3)n2C)s1
  3%	5%	-17%	-1%	9%	0%	1%	0%	13%	2%	6%
38) Cc1ccc2oc(-c3cc(NC(=O)c4ncn[nH]4)ccc3O)nc2c1
  10%	3%	-1%	5%	-13%	0%	-15%	2.7µM*	18%	2%	-3%
39) O=C(O)c1cccnc1SCc1cn2cc(Cl)ccc2n1
  -4%	-1%	x	-1%	-10%	2%	3%	u	3%	11%	0%
40) COc1ccc(CCNC(=O)COc2cc(=O)n(C)c3ccccc23)cc1OC
  3%	-3%	-10%	-6%	-25%	-13%	9%	1%	-13%	-3%	-1%
41) CCN(CC)c1ccc2cc(C#N)c(=O)oc2c1
  u	2%	7%	1%	-2%	1%	-10%	-2%	-18%	4%	-2%
42) O=C(CSc1nnc(-c2ccccc2O)o1)Oc1ccc(Br)cc1
  u	x	-4%	3%	3%	1%	15%	-1%	-10%	-2%	-3%
43) NC(=O)c1c(NC(NC(=O)c2ccco2)C(=O)c2ccc(Cl)cc2)sc2c1CCCC2 (stereo not given)
  14%	2%	19%	1%	2%	-2%	-1%	-18%	2%	1%	-3%
